RPL19A-GFP yeast = RPL19A-GFP expression modulators in yeast, primary screen, cell-based, S. cerevisiae, multiplex flow cytometry, MLPCN; S. cerevisiae RPL19A-GFP strain, 3 h; stronger effect = lower value; percent response vs DMSO, % at 10 µM; 330,000 compounds, 0.3% hits;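 active means percent response vs DMSO below 50%; inconclusive means fewer than 70 events counted for the yeast strain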;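 further: median channel GFP fluorescence of the barcoded RPL19A-GFP strain; ratio of sample median GFP to plate DMSO average so 100% = DMSO; lower means less RPL19A-GFP as with rapamycin TOR inhibition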
LAP4 TOR yeast = modulators of LAP4-GFP expression in yeast, primary screen, S. cerevisiae, multiplex flow cytometry, MLPCN library | 320,000 compounds, 0.34% hits | GFP response vs DMSO, % at 10 µM | 3 h; median GFP as percent of DMSO wells;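 active means GFP response vs DMSO above a set limit, about the screen mean plus 3 SD, cut at about 150% in these data; inconclusive means under 70 cell events counted for the yeast strain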
proCasp3 act = activators of human procaspase-3 D3A mutant, primary screen, biochemical, absorbance, PC-3 D3A mutant, single concentration; AID 463141, 2010; 330,000 compounds, 0.11% hits; activation, % at 8.5 µM; recombinant procaspase-3 D3A, Ac-DEVD-pNA absorbance 405 nm; Caspase-3 (Homo sapiens), P42574;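 active means activation above the mean of all tested compounds plus 3 SD, cut at about 21% in these data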;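 further: 0% = DMSO alone and 100% = DMSO wells spiked with extra 5 µM PC-3 D3A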
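Assay system – Procaspase-3 D3A mutant, all three cleavage aspartates alanine · Controls – DMSO-only low control, 5 µM PC-3 D3A high control · Schedule – 1 h compound preincubation, 2 h substrate hydrolysis at 25 °C · Signal – 405 nm absorbance of p-nitroaniline, reads at 0 and 120 min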
CIT2 TOR yeast = modulators of CIT2-GFP expression in yeast, primary screen, S. cerevisiae, GFP fusion, multiplex flow cytometry, MLPCN library; S. cerevisiae CIT2-GFP strain, 3 h; 100 means same as DMSO wells; GFP response vs DMSO, % at 10 µM; 320,000 compounds, 0.065% hits; AID 2029, 2009;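 active means GFP response relative to DMSO above a set limit, near the screen mean plus 3 SD, cut at about 150% in these data; inconclusive means Fewer than 70 cells measured for a yeast strain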;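 further: ratio of well median GFP fluorescence to mean of DMSO wells on the plate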
AGP1-GFP MLPCN = modulators of AGP1-GFP expression in yeast TOR pathway, primary screen, cell-based, multiplex flow cytometry, S. cerevisiae, MLPCN library | 320,000 compounds, 0.02% hits | GFP response vs DMSO, % at 10 µM | 3 h; GFP as percent of DMSO wells | AID 2066, 2009;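 active means GFP response relative to DMSO above a set limit, near screen average plus 3 SD, cut at about 150% in these data; inconclusive means fewer than 70 cells counted for the yeast strain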;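 further: median GFP channel fluorescence of the gated AGP1 strain per well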
proCasp7 act = procaspase-7 activators, primary screen, counter-screen for procaspase-3 activator project, biochemical, absorbance, HTS, human; recombinant procaspase-7, Ac-DEVD-pNA absorbance 405 nm; D23A/D198A/D206A triple mutant, cannot self-cleave; scale: DMSO 0, 5 µM enzyme 100; 330,000 compounds, 0.093% hits; Caspase-7 (Homo sapiens), P55210; AID 463210, 2010; activation, % at 8.5 µM;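 active means percent activation above the screen-wide mean plus 3 SD, cut at about 25% in these data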
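Assay system – Uncleavable procaspase-7 mutant enzyme · Quantity – 2 µM procaspase-7 mutant as dispensed · Times – 1 h preincubation, 2 h reaction · Dosing – single nominal 8.5 µM compound dose, 0.8% DMSO final · Buffer or medium – Zinc-free 50 mM HEPES buffer, pH 7.4, with NaCl and Triton X-100 · Detection – Epi-absorbance of released pNA at 405 nm, two timepoints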
MEP2-GFP yeast = modulators of MEP2-GFP levels in yeast, primary screen, S. cerevisiae, multiplex flow cytometry, MLPCN library | GFP response vs DMSO, % at 10 µM | 330,000 compounds, 0.51% hits | S. cerevisiae MEP2-GFP strain, 3 h; 100% = DMSO control level;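 active means GFP response versus DMSO above a set limit, roughly screen mean plus 3 SD, cut at about 180% in these data; inconclusive means fewer than 70 cells counted for a yeast strain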;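 further: median GFP fluorescence of the barcode-gated MEP2-GFP cells per well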
AHR activator = AHR activators, primary screen, cell-based, luminescence, luciferase reporter, human. Aryl hydrocarbon receptor (Homo sapiens), P35869. AHR-responsive luciferase reporter cells. activation, % at 5 µM. 320,000 compounds, 2.5% hits; in the data active means activation above about 47%;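 further: 0% = vehicle wells and 100% = reference agonist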
Target sequence (P35869 whole entry, looked up): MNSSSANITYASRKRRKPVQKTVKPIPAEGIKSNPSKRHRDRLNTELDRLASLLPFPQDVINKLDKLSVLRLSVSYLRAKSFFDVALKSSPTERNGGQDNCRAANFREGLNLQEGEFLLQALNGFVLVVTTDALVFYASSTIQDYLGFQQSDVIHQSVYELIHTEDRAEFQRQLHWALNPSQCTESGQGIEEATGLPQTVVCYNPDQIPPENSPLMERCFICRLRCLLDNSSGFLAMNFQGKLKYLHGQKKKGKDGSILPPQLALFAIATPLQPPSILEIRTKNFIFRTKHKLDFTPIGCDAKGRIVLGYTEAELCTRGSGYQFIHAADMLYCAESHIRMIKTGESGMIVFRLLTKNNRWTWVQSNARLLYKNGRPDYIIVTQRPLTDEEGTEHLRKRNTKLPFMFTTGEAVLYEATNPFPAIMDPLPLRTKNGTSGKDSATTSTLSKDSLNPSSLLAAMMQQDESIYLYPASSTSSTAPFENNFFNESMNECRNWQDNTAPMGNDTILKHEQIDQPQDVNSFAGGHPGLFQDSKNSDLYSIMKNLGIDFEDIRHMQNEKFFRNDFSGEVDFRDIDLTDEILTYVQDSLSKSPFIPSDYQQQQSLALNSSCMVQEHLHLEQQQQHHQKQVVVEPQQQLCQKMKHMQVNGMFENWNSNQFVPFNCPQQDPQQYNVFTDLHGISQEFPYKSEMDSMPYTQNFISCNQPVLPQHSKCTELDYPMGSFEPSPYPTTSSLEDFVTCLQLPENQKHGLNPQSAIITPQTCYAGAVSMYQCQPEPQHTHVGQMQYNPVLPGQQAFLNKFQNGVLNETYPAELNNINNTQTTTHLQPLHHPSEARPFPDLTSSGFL
Starred values were filed as active, the others as inactive; ? = inconclusive; [ ] = another dose, or the depositor's remark. Compounds as they come; 3.5% or so of the library scored in one or more.

SMILES	RPL19A-GFP yeast	LAP4 TOR yeast	proCasp3 act	CIT2 TOR yeast	AGP1-GFP MLPCN	proCasp7 act	MEP2-GFP yeast	AHR activator
CCOc1cc(C(c2c(C)[nH][nH]c2=O)c2c(C)[nH][nH]c2=O)ccc1OC(=O)c1cccc([N+](=O)[O-])c1	100.5	93.4	-0.2	108.2	101.4	-1.5	98.6	-2.1
CC(C)(C)C(=O)/C=c1\[nH]c(=O)/c(=C\c2ccc(C#N)cc2)s1	102.6	99.0	-35.6	93.4	106.0	-23.3	94.9	43.5
O=C(NNS(=O)(=O)c1ccc(F)cc1)c1ccccc1F	104.3	85.1	-2.5	120.2	106.1	10.6	112.5	-0.1
COC(=O)c1sc(NC(=O)COc2cccc3ccccc23)nc1C	99.3	108.4	4.7	103.2	107.7	-4.1	107.7	3.8
Cc1ccc(C(=O)Nc2ccc(C(=O)O)cc2NC(=O)c2ccc(C)cc2)cc1	99.2	95.2	-5.6	93.1	96.4	0.2	102.1	4.0
CSc1ccccc1C(=O)NCCS(=O)(=O)N1CCN(c2ccc(F)cc2)CC1	102.1	100.7	1.8	110.0	115.2	2.8	102.1	-1.1
CCN(CC)S(=O)(=O)c1ccc(N/N=C/c2cc(OC)c(OC)cc2OC)nc1	68.4[may fluoresce violet]	87.6[may fluoresce violet]	0.4	?	22.1[may fluoresce violet]	-0.3	201.5*[may fluoresce violet]	18.7
COc1ccc(-c2cc(C(=O)c3c(N)n(C)c(=O)n(C)c3=O)c3ccccc3n2)cc1OC	99.1	98.9	7.6	92.4	98.8	11.9	95.4	3.1
COc1cc(C2C(C#N)=C(N)Oc3n[nH]c(-c4cccs4)c32)cc(OC)c1O (configuration not stated)	99.2	106.5	3.6	117.3	108.5	12.0	106.7	-0.5
CC(=O)N(NC(=O)c1ccccc1Cl)C1CC(=O)N(c2ccc(C)cc2)C1=O (configuration not stated)	94.2	96.5	1.5	92.4	94.8	2.5	110.9	1.2
COc1cccc(CNC(=O)CCC2CCCN(C(=O)c3cccnc3SC)C2)c1 (configuration not stated)	100.8	98.5	1.1	104.3	106.1	-0.6	103.9	0.3
O=C(O)CC(c1ccccc1)n1cccc1 (configuration not stated)	92.7	95.0	8.0	90.4	93.5	1.4	97.9	1.9
Cc1ccsc1C(=O)OCC(=O)c1cc(C)n(CC2CCCO2)c1C (configuration not stated)	102.9	97.9	-2.6	100.3	73.0	12.9	101.8	-3.5
O=C1CN(C(=O)c2ccccc2Br)C(c2ccc(F)cc2)c2cc(F)ccc2N1 (configuration not stated)	107.1	94.0	14.4	114.1	103.8	3.4	111.2	2.5
O=C1C(Cc2c[nH]c3ccccc23)NC(=S)N1C1CCCCC1 (configuration not stated)	109.1	117.1	-3.9	111.0	111.7	-25.4	121.4	3.4
COc1cc(/C=C2\SC(=Nc3ccccc3)N(CCc3c[nH]c4ccccc34)C2=O)ccc1OC(C)C(=O)O (configuration not stated)	99.3	90.9	0.1	88.9	95.4	-6.1	93.9	14.8
Fc1ccccc1NC(=S)N(CCCN1CCOCC1)Cc1cccnc1	100.3	99.8	0.6	96.7	97.3	3.0	101.4	4.3
COc1cc2cc(C(=O)O)[nH]c2c(OC)c1OC	102.1	101.3	5.3	111.1	102.0	-0.2	102.8	1.4
COc1ccc(/C(O)=C(\C#N)c2nc3ccccc3n2C)cc1OC	104.0	104.1	4.8	109.0	105.1	-3.6	106.1	9.3
CCOc1ccccc1NC(=O)COc1ccc(S(=O)(=O)N2CCCC2)cc1	?	?	-7.7	?	?	-0.4	?	7.9
CC1(c2ccccc2)NC(=O)N(CC(=O)Nc2cc(S(=O)(=O)N3CCOCC3)ccc2Cl)C1=O (configuration not stated)	102.1	100.2	-2.0	108.2	104.6	11.7	104.3	0.3
O=C(CN(C(=O)CNC(=O)c1cccs1)c1cccc(F)c1)NC1CCCC1	94.5	86.2	5.3	97.9	89.9	-1.7	96.4	-0.8
O=C1CSC(c2ccc([N+](=O)[O-])cc2)N1c1ccc(O)cc1 (configuration not stated)	107.7	111.0	-5.5	111.4	110.0	1.5	114.2	4.8
O=C(Nc1cccnc1Cl)c1cc(-c2cccc(Cl)c2)on1	100.2	98.9	0.2	108.2	108.2	6.2	102.9	-2.5
COc1cc(C(=O)NCc2cc3ccccc3n2C)cc(OC)c1OC	94.7	76.1	-0.4	90.9	82.9	5.1	77.1	12.8
SMILES	RPL19A-GFP yeast	LAP4 TOR yeast	proCasp3 act	CIT2 TOR yeast	AGP1-GFP MLPCN	proCasp7 act	MEP2-GFP yeast	AHR activator
CN(C(=O)COc1cccc(Br)c1)C1CCS(=O)(=O)C1 (configuration not stated)	101.5	99.5	-4.4	105.3	104.9	-3.6	108.3	-0.7
COc1ccc(NC(=O)CCn2c(=S)[nH]c3ccccc3c2=O)cc1OC	102.4	93.9	0.6	103.5	100.5	3.2	88.5	-0.1
O=C(N/N=C/c1ccncc1)c1cccc(NC(=O)c2ccc(Cl)cc2)c1	108.8	88.8	-2.4	93.8	93.4	-1.1	103.7	0.7
CC1CCCN(CC(O)COc2ccc(-c3ccccc3)cc2)C1 (configuration not stated)	99.2	89.6	-2.2	94.7	96.5	4.1	104.7	-3.9
CN1CCN(C(=O)c2ccc(S(=O)(=O)Nc3ccccc3)cc2)CC1	87.3	95.8	2.7	95.1	90.0	7.6	90.8	-1.6
Fc1ccc(-n2cc(CNCCc3ccccn3)c(-c3ccccc3Cl)n2)cc1	96.2	109.2	5.8	97.0	98.6	-2.4	105.1	-1.3
C=CCN(Cc1cn(C)nc1-c1cccc(Cl)c1)C1CCS(=O)(=O)C1 (configuration not stated)	105.9	92.4	3.8	102.4	98.6	4.5	101.1	19.2
O=C(/C=C/c1ccc(F)cc1)Nc1nc2ccccc2[nH]1	109.5	101.7	-0.7	107.7	110.9	-1.9	108.4	6.9
CCC(C(=O)N/N=C(\C)c1cccnc1)c1ccccc1 (configuration not stated)	96.8	94.5	-2.4	94.5	91.3	6.5	91.5	9.3
Cn1cc(CN2CCCC(CO)C2)c(-c2ccc(Oc3ccccc3)cc2)n1 (configuration not stated)	103.3	91.4	0.8	101.2	99.1	2.7	105.9	6.5
NC(=O)CCn1c(C(=O)c2cccc([N+](=O)[O-])c2)c2ccccc2[n+]1[O-]	102.6	108.3	-2.4	76.2	89.3	1.3	96.1	57.2*
COc1ccccc1-c1cn[nH]c1-c1ccc(OCc2ccc([N+](=O)[O-])cc2)cc1O	97.6	101.0	4.6	101.4	104.9	4.5	101.5	4.7
CCC(C)(C(=O)Nc1c(C)cccc1C)N(C)C(=O)c1ccc2ccccc2n1 (configuration not stated)	98.6	96.0	0.3	105.1	101.6	-4.6	98.8	1.7
Cc1nc(-c2ccccc2)sc1C1(C)CC(c2cccc(F)c2)=NO1 (configuration not stated)	98.6	101.6	-4.3	101.3	87.7	-11.3	87.6	-0.4
CCOC1(OCC)C(c2ccc(Cl)cc2)C(C#N)(C#N)C1(OCC)OCC (configuration not stated)	103.6	99.9	6.0	97.7	103.0	2.9	107.0	0.0
Cc1ccc(/C=N/NC(=O)c2cc(-c3ccccc3)nc3ccccc23)o1	102.3	98.9	6.2	93.4	106.5	5.5	104.7	13.0
CN(C(=O)COC(=O)c1cccc(S(=O)(=O)N2CCCCCC2)c1)C1CCS(=O)(=O)C1 (configuration not stated)	99.5	98.7	1.3	97.3	105.0	11.2	102.6	-1.7
CSc1nc(C)cc(Oc2ccccc2)n1	98.8	103.7	0.1	98.5	100.0	-3.9	97.9	-1.6
O=C1CC(c2cccc(Cl)c2)C(n2cncn2)C(=O)C1C1NCCc2ccccc21 (configuration not stated)	97.7	95.7	-4.3	97.7	101.8	-5.7	100.0	1.5
O=C(NCc1ccccn1)C1CCN(S(=O)(=O)c2cccs2)CC1	93.0	99.5	-1.9	90.6	96.9	1.7	96.5	-1.2
Cc1nc(SCC(=O)NC2CCCCC2C)nc(C)c1C (configuration not stated)	96.2	95.9	7.9	96.7	98.5	3.8	107.2	-1.0
COc1cc(C(=O)Nc2cc(C(F)(F)F)ccc2N2CCOCC2)ccc1O	99.7	96.8	2.3	95.9	96.2	-9.0	106.5	7.0
Cc1ccccc1-c1nc(CN2CCCC2c2ccc(F)cc2)c(C)o1 (configuration not stated)	94.2	107.2	2.4	96.0	99.2	2.9	106.0	3.3
O=C(COc1ccccc1)N1CCN(C(=O)c2ccccc2F)CC1	104.0	88.5	-6.4	97.4	99.2	-1.4	102.3	2.0
Cc1noc(C)c1S(=O)(=O)N1CCC(C(=O)N2CCN(Cc3ccc4c(c3)OCO4)CC2)CC1	103.6	102.1	4.0	85.7	107.3	5.6	107.0	1.3
SMILES	RPL19A-GFP yeast	LAP4 TOR yeast	proCasp3 act	CIT2 TOR yeast	AGP1-GFP MLPCN	proCasp7 act	MEP2-GFP yeast	AHR activator
COc1ccc(-c2nc(CS(=O)(=O)CC(=O)NCCCN3CCOCC3)c(C)o2)cc1	94.6	110.3	4.6	122.7	119.9	10.1	156.5	-3.4
O=C(CN1C2CCCC1CC(NC(=O)c1ccco1)C2)Nc1ccccc1C(F)(F)F (configuration not stated)	101.7	104.2	8.7	95.3	99.5	-4.2	110.8	5.7
c1ccc(SCCN2CCN(c3ccccc3)CC2)cc1	100.8	96.4	-3.1	101.4	98.6	-15.5	102.9	1.8
Cc1cc(C)n(Cc2ccc(NC(=O)c3nn(C)cc3[N+](=O)[O-])cc2)n1	100.4	93.5	3.3	103.7	101.6	-5.4	103.2	1.0
NC(=O)c1ccccc1Nc1nc(NCCO)nc(N2CCCC2)n1	91.4	90.1	5.3	90.7	79.2	3.7	82.7	3.8
CC(=O)NCCN1C(=O)S/C(=C\c2cccs2)C1=O	103.3	108.4	1.1	102.8	105.4	-12.1	106.1	1.5
O=C(NC1CCCCCC1)C1CCN(C(=O)Cc2ccccc2)CC1	102.9	94.0	3.0	92.0	98.2	4.3	109.1	6.9
N#CC1=C(N)Oc2cc(N)ccc2C1c1ccccc1F (configuration not stated)	93.9	93.1	-16.8	82.3	27.1	-28.9	141.4	4.3
Cc1ccsc1C(=O)NCC(C)(C)N1CCOCC1	96.6	102.8	6.6	95.4	100.0	2.3	98.7	0.3
CNS(=O)(=O)c1ccc(Oc2ccc(S(=O)(=O)NC)cc2)cc1	105.0	96.6	3.7	96.1	96.2	17.0	101.4	3.8
